Compound activity as filed in PubChem.
HIF activator: HIF pathway transcriptional activation | U2OS HRE-luciferase reporter, luminescence; normalized: DMSO 0%, desferrioxamine 100% | activation, % at 7.5 µM (by protocol) | 300,000 compounds, 0.32% hits | AID 1910;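 active means mean activation of at least 10% of the iron chelator positive control signal, with at least half of replicates also reaching 10%; inconclusive means mean and replicate majority disagree about reaching 10%; inactive means mean and most replicates under 10%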
IEC-6 cytotox: IEC-6 cytotoxicity, counter-screen for KLF5 inhibitors; 290,000 compounds, 0.78% hits; luminescence viability; inhibition, % at 5 µM; in the data active means inhibition above about 22%;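 further: 0% = plate median of test compound wells and 100% = cytotoxic reference compound wells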
KLF5 inhibitor: kruppel-like factor 5 inhibition. DLD-1 KLF5 promoter-luciferase reporter, luminescence. inhibition, % at 5 µM. 290,000 compounds, 0.23% hits. AID 1700;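 active means inhibition above a per-plate limit of that plate's mean compound inhibition plus 3 SD, cut at about 60% in these data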;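 further: 0% = DMSO wells and 100% = LY294002 at 200 µM; higher means less KLF5 promoter-driven luciferase light; inactives centre near -14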
HSF1 inhib: HSF1 inhibition. 300,000 compounds, 0.77% hits. AID 2098. NIH3T3-HGL HSE-luciferase, MG132-induced, luminescence 8 h; stronger effect = lower value. activity change, negative = inhibition, % at 7.5 µM (by protocol);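 active means more than half of replicate wells show activity change below -50%, luminescence cut by over half; inconclusive means some wells, but at most half, below -50%; inactive means no replicate well below -50%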;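 further: luciferase reports HSF-1 transcriptional activity via heat shock element; 0% = median of DMSO wells and -100% = zero luminescence signal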
GSK3beta inhib: human GSK3beta kinase inhibition; P49841; GST-GSK3beta kinase, ADP-Glo luminescence, 60 min; stronger effect = lower value; activity score (negative = inhibition), % at 10 µM; 300,000 compounds, 0.038% hits; AID 2097;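 active means more than half of replicate wells score below -50%, meaning over 50% inhibition versus plate controls; inconclusive means some replicates but at most half score below -50%; inactive means no replicate scores below -50%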;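 further: 0% = median DMSO wells and -100% = median GW8510 positive control wells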
Target sequence (P49841 whole entry, looked up): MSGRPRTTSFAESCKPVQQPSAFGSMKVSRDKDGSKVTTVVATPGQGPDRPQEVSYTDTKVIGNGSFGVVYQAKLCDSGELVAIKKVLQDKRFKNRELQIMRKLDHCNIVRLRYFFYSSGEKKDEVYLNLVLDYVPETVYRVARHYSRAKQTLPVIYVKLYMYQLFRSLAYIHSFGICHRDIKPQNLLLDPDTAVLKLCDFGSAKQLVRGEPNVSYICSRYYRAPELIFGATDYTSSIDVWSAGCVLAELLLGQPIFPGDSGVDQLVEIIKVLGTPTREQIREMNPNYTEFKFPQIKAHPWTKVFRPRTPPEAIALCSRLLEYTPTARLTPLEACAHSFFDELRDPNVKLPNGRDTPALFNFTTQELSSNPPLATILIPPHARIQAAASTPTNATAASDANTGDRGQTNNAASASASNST
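test system = GST-tagged human GSK3beta kinase, cell-free | reagent = 25 µM ATP with peptide substrate | dosing = one dose of 10 µM per compound | schedule = 60 min reaction, RT | detection = luminescent ADP-Glo measurement of ADP formed | control set = DMSO neutral wells and GW8510 at 20 µM as positive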
GSK3 alpha inh: inhibitors of human GSK-3 alpha kinase. inhibition, % at 10 µM. 320,000 compounds, 0.1% hits. ADP-Glo luminescence, 60 min;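 in the data active means inhibition above about 50%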;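 further: GST-tagged GSK-3 alpha with peptide substrate and 25 µM ATP; 0% = DMSO neutral wells and 100% = GW8510 positive control wells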
Target sequence (P49840 whole entry, looked up): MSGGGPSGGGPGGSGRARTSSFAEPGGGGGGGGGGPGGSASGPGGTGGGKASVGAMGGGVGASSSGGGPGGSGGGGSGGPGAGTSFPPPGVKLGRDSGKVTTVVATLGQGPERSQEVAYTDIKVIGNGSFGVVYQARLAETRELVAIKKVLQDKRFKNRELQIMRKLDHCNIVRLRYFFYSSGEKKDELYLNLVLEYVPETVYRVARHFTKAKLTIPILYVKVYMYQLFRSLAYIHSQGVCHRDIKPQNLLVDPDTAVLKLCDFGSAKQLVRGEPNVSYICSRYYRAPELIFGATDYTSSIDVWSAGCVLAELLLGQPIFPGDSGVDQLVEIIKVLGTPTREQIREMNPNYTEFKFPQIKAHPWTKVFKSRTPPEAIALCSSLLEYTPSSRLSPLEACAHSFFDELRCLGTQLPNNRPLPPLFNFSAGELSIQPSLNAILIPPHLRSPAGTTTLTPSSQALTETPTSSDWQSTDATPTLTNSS
aSyn UTR inh: MLPCN primary screen, SNCA 5' untranslated region | alpha-synuclein 5'UTR reporter, inhibitor activity | inhibition, % (tested at 7.5 µM) | 300,000 compounds, 0.82% hits | AID 1813; in the data active means inhibition above about 60%; inconclusive means no clear call, values can overlap the other calls;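 further: H4 neuroglioblastoma cells stably carrying SNCA 5'UTR luciferase fusion; 0% = DMSO wells and 100% = positive control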
AI-2 QS modul: Vibrio harveyi AI-2 quorum sensing modulation | AID 2094 | 300,000 compounds, 0.4% hits | Vibrio harveyi JMH597 AI-2 luminescence/OD600 ratio, 9 h; stronger effect = lower value; strain lacks LuxN and CqsS sensors; 0 = neutral-control median | activity change, % at 7.5 µM; in the data active means activity change below about -75%, passing the limit was not always enough; inconclusive means no clear call, values can overlap the other calls;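 further: luminescence divided by OD600 gain over 9 h not by final OD600 alone; inactives centre near 13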
HSF-1 act: increases HSF-1 driven luciferase reporter signal; AID 504408; activation, % at 9 µM; NIH3T3-HGL HSF-1 luciferase reporter, MG132, 8 h; 100% = twice DMSO control signal; 300,000 compounds, 1.7% hits;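 active means mean replicate activation of at least 50% with a set share of replicates each reaching 50%; inconclusive means only one of those two conditions met; inactive means mean below 50% and too few replicates reaching it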;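 further: 0% = median of the neutral control wells and 100% = twice that signal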
HSP90 refold inh: inhibitors of HSP90 luciferase refolding in rabbit reticulocyte lysate. luciferase refolding luminescence, 3 h. inhibition, % at 5.6 µM. 290,000 compounds, 0.91% hits;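 active means inhibition above the screen-wide mean plus 3 SD, computed separately per campaign, cut at about 16% in these data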;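 further: 0% = DMSO wells and 100% = 60 µM geldanamycin wells; inhibitors lower the luminescence because luciferase stays unfolded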
* hit, by the source's call; ? = inconclusive; · = not tested or not shown.

SMILES	HIF activator	IEC-6 cytotox	KLF5 inhibitor	HSF1 inhib	GSK3beta inhib	GSK3 alpha inh	aSyn UTR inh	AI-2 QS modul	HSF-1 act	HSP90 refold inh
CC12CN3CCN(CC(C3)/C1=N/NC(=O)Nc1ccccc1)C2	0.1	-1	-67	-3	19	0	-3	-1	4	4
COc1cccc(/C=C2\SC(=S)N(NC(=O)c3ccncc3)C2=O)c1	0.3	-3	-12	-5	2	-5	7	10	-3	2
COc1ccccc1C(=O)Nc1ccc(Oc2nnc(-c3ccc(C)cc3)c3ccccc23)cc1	-0.2	0	-11	12	0	-2	19	47	35	3
Cc1cc(N2CCCC2)ccc1/C=C1/C(=O)N(C)C(=S)N1C	-0.1	0	-8	5	-2	·	32	7	9	-1
c1cncc(CNc2ncnc3sccc23)c1	0.2	-6	-26	-5	-3	-7	-21	10	-8	-1
C=C(C)CN(CC)C(=O)c1ccc(OC2CCN(S(=O)(=O)N(C)C)CC2)cc1	0.0	3	-46	3	-1	-8	14	44	11	-1
COc1ccc(C(=O)NCCN2CCN(C(=O)c3ccc(OC)cc3)CC2)cc1	-0.1	-2	22	-3	0	1	-4	6	-7	2
Cc1ccc(S(=O)(=O)CCc2nnc(NC(=O)c3cccs3)s2)cc1	0.0	-6	-24	-13	1	-4	14	12	3	-1
CCOc1ccccc1CN1CCCC(CNC(=O)Cc2ccc(OC)cc2)C1 (centres undefined)	0.9	6	-36	-4	1	-1	-1	-6	7	-1
CNC(=O)Cc1csc2ccc(Cl)cc12	-0.6	-7	2	2	-1	-1	2	5	7	-4
CCN(CC)CC(=O)NCC1(c2ccccc2)CCCC1	-0.7	0	0	1	1	-1	6	14	0	-2
CCC(C)NC(=O)c1ccc2c(SCC(=O)O)c3c(nc2c1)CCCC3 (centres undefined)	·	-3	6	4	3	0	-2	14	12	-2
Cc1cc(C)nc(NC2=NCC(=O)N2c2cc(Cl)cc(Cl)c2)n1	-0.3	10	-3	-3	-4	-1	-18	4	-18	0
CCOc1ccccc1NC(=O)N1CCCC(c2nc3c(nnn3Cc3ccc(C)cc3)c(=O)[nH]2)C1 (centres undefined)	0.2	8	-29	9	-2	·	40	17	24	-4
Oc1ccc(-c2cn3c(n2)SCC3)cc1O	0.5	-2	-11	-9	0	8	-38	7	-9	2
Cc1ccc(C(=O)Nc2cnc3ccccc3c2)cc1	-4.4	6	97*	-67*	3	0	103*	21	-73	87*
Cc1csc(NC(=O)CSc2nc3sc(C)c(C)c3c(=O)[nH]2)n1	1.0	-1	-19	-2	-2	-1	-2	20	7	-3
CCN1C(=O)/C(=C\c2cn(-c3ccccc3)nc2-c2cccnc2)SC1=S	-0.9	-4	-20	2	0	·	-3	43	17	2
Cc1occc1C(=O)NNC(=S)NCc1ccc(Cl)cc1	1.2	-5	13	15	-2	-1	-44	-29	15	2
COc1ccc(CN2CCOCCOCCOCCOCC2)cc1	-0.1	2	-24	-2	-2	-3	-30	16	-6	-3
O=C1CCCCC(=O)c2ccccc2N1	-0.1	-4	-32	-5	-3	-4	1	4	-4	-7
O=C(CCCn1ncn2c(cc3occc32)c1=O)NCc1cccc(Cl)c1	-0.1	0	-4	8	2	-1	-9	24	15	0
COc1ccc(NC(=O)c2ccc3c(c2)OCO3)cc1Cl	2.6	-3	-88	25	2	-2	-145	-51	41	1
c1ccc2c(Cn3ccnc3)c[nH]c2c1	0.1	2	-26	-8	3	-7	-39	4	-1	-1
NS(=O)(=O)c1ccc(N/N=C/C=C/c2ccccc2[N+](=O)[O-])cc1	5.0	10	-143	19	-1	-2	-177	10	?	1

Continuation:
SMILES	HIF activator	IEC-6 cytotox	KLF5 inhibitor	HSF1 inhib	GSK3beta inhib	GSK3 alpha inh	aSyn UTR inh	AI-2 QS modul	HSF-1 act	HSP90 refold inh
COc1ccc(-c2cc(C(=O)c3c(N)n(C)c(=O)n(C)c3=O)c3ccccc3n2)cc1OC	1.0	-2	-8	9	-1	-3	-26	17	16	5
O=C(O)c1ccc2c3c(cccc13)C(=O)N(c1ccccc1)C2=O	0.0	-4	-9	-3	1	0	-4	47	-2	-3
CC(Oc1ccc(C(=O)c2ccc(F)cc2)cc1)C(=O)N1CCOCC1 (centres undefined)	0.1	·	·	0	-1	-3	7	6	-1	·
O=C1CC(c2ccccc2)CC(O)=C1C=NCCCN1CCOCC1 (centres undefined)	-0.1	-7	7	2	7	-5	9	-5	16	-3
CC1=C(C(=O)Nc2ccc(C(=O)NCCCN3CCCCC3)cc2)SCCO1	0.5	-2	-7	2	-3	0	16	4	-14	-7
CC(C)N(C(=O)CN1C(=O)NC2(CCCCCC2)C1=O)C(C)C	-0.1	3	-7	-13	-6	0	-18	26	-6	3
Cc1ccc(-c2nc(N)n(C(=O)c3cccs3)n2)cc1	0.0	1	5	9	-2	-17	-55	33	8	-4
CC(C)=C(NC(=O)c1ccccc1)C(=O)Nc1cccc(C(=O)O)c1	-0.2	-6	-16	-1	2	0	3	19	2	0
COc1cc(/C=N/NC(=O)c2ccccn2)ccc1OC(=O)c1cccs1	1.5	0	-66	4	1	1	-50	38	19	-3
C=COCCCNc1ncnc2sc(-c3ccccc3)cc12	2.7	11	-4	3	0	1	-11	14	0	4
C=CCNC(NC(=O)c1ccccc1)(C(=O)OCC)C(F)(F)F (centres undefined)	0.1	10	1	-16	2	-2	-2	20	-18	10
Cc1nc2nc3c(cn2n1)C(=O)CCC3	0.1	-1	-7	-4	1	·	1	23	10	-2
COc1ccc(S(=O)(=O)Cc2ccc(C(=O)N3CCN(C4CCCCC4)CC3)o2)cc1	·	6	13	-4	3	-3	21	1	-1	2
O=C(CCl)NC1(C(F)(F)F)C(=O)Nc2c1c(=O)[nH]c(=O)n2-c1ccccc1 (centres undefined)	-0.4	-2	-21	-8	0	-4	12	18	-8	0
O=C1CN(Cc2cc(=O)oc3cc4c(cc23)CCC4)CCN1	-0.2	-1	-24	0	0	0	27	18	-20	2
CC(=O)N1CCN(c2ncnc3ccccc23)CC1	2.1	-1	-38	-17	4	-2	-1	17	-25	-4
Cc1cccc(OCCCN2CCOCC2)c1C	2.3	8	-8	7	2	-1	-19	20	14	7
CCOc1ccccc1NC(=O)NCc1ccc(F)cc1	0.1	-12	-46	8	1	-11	-1	12	35	3
COc1ccc(C(=O)Nc2ccccc2C(=O)NCc2cccnc2)cc1OC	-0.2	-2	-31	-6	3	-2	-9	17	-9	0
CNC(=O)NC1CCCc2ccccc21 (centres undefined)	0.0	0	-4	0	2	-1	-6	11	6	1
C=CCN1CN(CCc2ccccc2)CNC1=S	·	0	6	·	1	1	·	12	·	-4
CC(=O)Nc1ccc(S(=O)(=O)Nc2cccc(-c3nc4cc(C)ccc4o3)c2)cc1	1.0	·	·	4	0	2	-26	16	-6	·
COc1ccc(NC(=O)CCn2cc(C)c3ccccc32)cc1	1.2	7	-71	4	0	-1	-76	-1	26	4
COc1ccc(C(=O)N/N=C/c2ccc(OC)c(COc3ccc(F)cc3)c2)cc1	0.4	5	-4	8	4	-1	8	19	11	1
Cc1ccc(S(=O)(=O)CC(=O)Nc2cccc(C)n2)cc1	2.4	1	-1	-10	-2	0	-17	22	14	-4

(more compounds)
SMILES	HIF activator	IEC-6 cytotox	KLF5 inhibitor	HSF1 inhib	GSK3beta inhib	GSK3 alpha inh	aSyn UTR inh	AI-2 QS modul	HSF-1 act	HSP90 refold inh
Cc1cc(CNC(=O)C2(C(F)(F)F)C/C(=C\Cc3ccccc3)CCCO2)nn1C (centres undefined)	-1.0	·	·	1	1	-25	7	13	11	·
O=C(N/N=C/c1cn(-c2ccccc2)nc1-c1ccc(F)cc1)c1ccc2c(c1)OCO2	0.9	-2	-21	5	-1	-2	-31	11	21	-2
Cc1ccccc1OCC(=O)NNC(=O)Nc1ccccc1	0.8	2	-25	2	-2	0	25	8	-3	1
COc1ccc(N2CC(NS(=O)(=O)c3cccnc3)CC2=O)cc1OC (centres undefined)	-0.6	·	·	0	2	-2	3	7	14	·
COC(=O)c1sc2ccccc2c1-n1cccc1C(=O)C(=O)Nc1ccc(C)cc1	-0.5	-3	-14	-4	-2	-5	9	17	-3	-4
Cc1ccc(S(=O)(=O)N2CCN(C(=O)COc3ccc(NC(=O)c4ccco4)cc3)CC2)cc1	0.2	2	-12	14	-3	2	-26	77	?	-3
COc1ccccc1NC(=O)Cn1c(=O)n(CCc2c[nH]c3ccccc23)c(=O)c2cccnc21	-0.3	6	1	4	1	1	0	1	8	5
Cc1cccc(N2CCN(Cc3ccc(Br)o3)CC2)c1C	-1.0	2	-6	-3	5	-4	-27	11	-9	-3
O=C(O)c1ccc(N/N=C/c2cn(-c3ccccc3)nc2-c2cccs2)cc1	·	3	-62	·	5	-2	·	-84*	·	1
O=S(=O)(Nc1ccc(O)c(NS(=O)(=O)c2ccccc2)c1)c1ccccc1	-0.4	-10	-26	-7	0	-1	-30	-2	13	6
COc1ccc(C(=O)Nc2c(F)c(F)c(F)c(F)c2F)c(OC)c1	0.2	4	-15	-1	-1	5	-19	7	18	4
O=C(CSc1ncnc2ccccc12)c1cccs1	-1.5	12	-40	33	2	1	-137	29	60*	0
O=C(Cn1cnc([N+](=O)[O-])c1)Nc1cc(Oc2ccc(Cl)cc2Cl)cc([N+](=O)[O-])c1	-0.5	1	5	19	2	·	17	46	38	-1
Cc1[nH]nc2c1C(c1ccc(N(C)C)cc1)C1=C(CC(C)(C)CC1=O)N2 (centres undefined)	0.0	-2	-25	-8	-18	13	0	-2	-4	-2
CCOC(=O)N1CCN(C(=O)Nc2ccc3nccnc3c2)CC1	-0.1	-6	-35	-4	-2	1	-14	17	0	3
Cc1cc(NS(=O)(=O)c2ccc(NC(=O)c3cc4c(=O)n5ccccc5nc4s3)cc2)nc(C)n1	-0.2	4	10	-11	6	·	-79	29	0	0
Cc1c(C(=O)NCc2ccc3c(c2)OCO3)oc2ccccc12	0.0	-2	-17	-3	0	-5	2	26	0	8
COc1cccc(NC(=O)N2CCCC2)c1	0.6	1	-4	1	-1	-2	-30	32	8	2
Cc1cc(C)c2nc(SCC(=O)NCCN3C(=O)CSC3=O)cc(C)c2c1	-0.4	7	26	10	1	-1	-14	21	49	1
Cc1cc(C(=O)CSc2nncn2C)c(C)n1-c1ccccc1	0.2	4	-66	16	1	7	-67	14	19	8
Cc1ccc(CNC(=O)CS(=O)Cc2nc(-c3ccccc3Cl)oc2C)cc1 (centres undefined)	-0.5	5	-18	8	2	-2	-13	7	30	0

Given bar-delimited: 2 of the compounds above
mol | HIF activator | IEC-6 cytotox | KLF5 inhibitor | HSF1 inhib | GSK3beta inhib | GSK3 alpha inh | aSyn UTR inh | AI-2 QS modul | HSF-1 act | HSP90 refold inh
CC(Oc1ccc(C(=O)c2ccc(F)cc2)cc1)C(=O)N1CCOCC1 (centres undefined) | 0.1 | · | · | 0 | -1 | -3 | 7 | 6 | -1 | ·
Cc1cc(N2CCCC2)ccc1/C=C1/C(=O)N(C)C(=S)N1C | -0.1 | 0 | -8 | 5 | -2 | · | 32 | 7 | 9 | -1
